# Screens as filed in PubChem.
# MrgX1 PAM: human MrgX1 positive allosteric modulation, primary screen; Q96LB2; hit rate 0.63% among 310,000; B-score at 10 µM; MrgX1-HEK293, Fluo-4 calcium flux, FDSS; active compounds read high; AID 588675;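 active = plate-corrected calcium response at least 3 library SD above typical, normal starting fluorescence, not activating the receptor alone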;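 note: compound read alongside a low EC10 to EC30 dose of BAM8-22 agonist; peak minus trough fluorescence over baseline measured at the second addition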
# Target sequence (Q96LB2 whole entry, looked up): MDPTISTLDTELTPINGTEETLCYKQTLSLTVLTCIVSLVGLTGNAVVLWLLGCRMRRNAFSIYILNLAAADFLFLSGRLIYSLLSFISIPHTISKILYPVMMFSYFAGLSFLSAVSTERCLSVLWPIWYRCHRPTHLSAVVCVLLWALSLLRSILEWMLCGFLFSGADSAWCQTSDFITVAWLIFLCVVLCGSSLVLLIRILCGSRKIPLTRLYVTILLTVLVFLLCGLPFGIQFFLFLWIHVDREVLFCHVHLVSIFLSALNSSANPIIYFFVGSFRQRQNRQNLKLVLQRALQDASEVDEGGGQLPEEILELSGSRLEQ
# RGS4 block: human RGS4 inhibition | HEK293 M3R/RGS4 inducible, Fluo-4 calcium flux; active compounds read high; triggered by carbachol at its EC20 | hit rate 0.45% among 310,000 | AID 463165 | B-score at 10 µM;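 active = B-score, a plate-corrected calcium signal, over three deviations above library mean, with baseline fluorescence within five deviations of library mean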;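 note: RGS4 expression induced by doxycycline in cells with stable M3 receptor; B-score is computed from the integrated fluorescence ratio over baseline after carbachol; higher B-score means a larger calcium signal and so more RGS4 inhibition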
# Target sequence (P49798 whole entry, looked up): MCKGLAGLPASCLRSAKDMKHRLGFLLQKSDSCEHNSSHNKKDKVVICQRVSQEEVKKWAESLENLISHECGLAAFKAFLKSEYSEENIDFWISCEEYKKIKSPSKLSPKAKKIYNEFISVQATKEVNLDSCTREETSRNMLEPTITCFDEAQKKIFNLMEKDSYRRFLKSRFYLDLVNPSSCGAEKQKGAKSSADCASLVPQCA
# TRPC6 inh: blocks the mouse TRPC6 cation channel | Q61143 | HEK293-TRPC6, membrane potential dye, ACh-evoked depolarization; active compounds read low | B-score at 10 µM | hit rate 1.1% among 310,000;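 active = B-score under library mean minus 3 SD, initial fluorescence not abnormally high, positive integrated signal ratio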;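 note: B-score derived from integrated fluorescence ratio over the kinetic read; more negative B-score means stronger inhibition of depolarization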
# TRPC4 agonist: TRPC4 (mouse) channel activation. Q9QUQ5. HEK293 TRPC4beta/mu-opioid, Fluo4 calcium fluorescence; active compounds read high. B-score at 10 µM. hit rate 0.49% among 310,000;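 active = B-score above 5 SD of library B-scores, and initial fluorescence ratio not above library mean plus 5 SD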;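 note: positive B-score marks a calcium rise read as TRPC4 activation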
#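 Material: TRPC4beta and mu-opioid receptor HEK293 stable cells | Incubation: 45 min room-temperature Fluo4 loading, 110 s read | Detection: Kinetic Fluo4 calcium fluorescence | Measure: Integrated baseline-normalised fluorescence ratio, converted to per-well B score | Benchmarks: Low control buffer alone, high control maximal DAMGO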
# TMEM16A inh: inhibitors of mouse TMEM16A calcium-activated chloride channel; hit rate 1.2% among 310,000; Q8BHY3; HEK293 TMEM16A/YFP iodide influx fluorescence, ionomycin; normalized B-score (activity score, 25-100; higher = stronger inhibition) at 10 µM;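 active = ratio plate-corrected score three or more library SD toward inhibition, starting fluorescence score within five deviations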;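 note: score derived from kinetic fluorescence span divided by baseline fluorescence per well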
# TRPC6 activator: mouse TRPC6 channel activation; hit rate 0.13% among 310,000; B-score at 10 µM; HEK293-TRPC6 membrane potential dye fluorescence; active compounds read high; AID 2550; Q61143;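 active = B-score of the integrated fluorescence ratio above library mean plus 3 SD, and starting fluorescence ratio within library mean plus 5 SD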;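 note: higher score means more depolarization so channel activation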
# TRPC4 PAM: allosterically enhances the mouse TRPC4 cation channel. hit rate 0.42% among 310,000. B-score at 10 µM. Q9QUQ5. HEK293 TRPC4beta/mu-opioid, DAMGO EC20, Fluo-4 Ca2+ flux; active compounds read high;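 active = B-score of calcium response area above 5 SD of library B-scores, with initial fluorescence ratio within 5 SD of library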;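 note: B-score of integrated fluorescence ratio over time as area under calcium response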
# TMEM16A act: activates or potentiates the mouse TMEM16A chloride channel; Q8BHY3; HEK293 TMEM16A/YFP-H148Q/I152L, iodide quench fluorescence; active compounds read low; B-score at 10 µM; hit rate 0.3% among 340,000; AID 623877;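 active = fluorescence-ratio B-score plate-corrected deviation score at least 3 library SD below zero, with starting fluorescence score within 5 deviations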;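 note: channel opened by trigger with iodide after compound preincubation; score built on the fluorescence ratio of max minus min over baseline; more negative score means more quench and so TMEM16A activation or potentiation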
# TRPC4 block: TRPC4 (mouse) channel inhibition; Q9QUQ5; AID 2247; HEK293 TRPC4beta/mu-opioid, DAMGO-evoked Fluo4 calcium flux; active compounds read low; B-score at 10 µM; hit rate 0.39% among 300,000;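 active = B-score over 3 SD under the library average, no early fluorescence shift, positive overall ratio signal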
#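 Test system – stable TRPC4beta/mu-opioid receptor HEK293 cells · Probe or stimulus – DAMGO, a submaximal dose followed by a maximal one · Dosing – one concentration per compound · Signal – Fluo4 calcium fluorescence by kinetic imaging, 5 s 1 Hz baseline · Evaluation – per-well B score of integrated baseline-normalized Fluo4 ratio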
# MrgX1 antagonist: antagonists of human MrgX1 receptor; MRGX1-HEK293 calcium flux, Fluo-4, BAM8-22 antagonism; active compounds read low; B-score at 10 µM; hit rate 1.3% among 310,000; AID 588676;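 active = calcium-response B-score plate-corrected more than 3 library SD below zero, starting fluorescence within 5 deviations, no agonist response on first addition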;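 note: peak minus trough fluorescence over baseline after final BAM8-22 challenge near maximal dose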
# MrgX1 ag: human MrgX1 receptor agonism, primary screen | B-score at 10 µM | Q96LB2 | hit rate 0.44% among 310,000 | MrgX1-HEK293 cells, Fluo-4 calcium fluorescence, agonist mode; active compounds read high;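 active = calcium response B-score plate-corrected fluorescence ratio at least 3 library SD, with starting fluorescence B-score inside 5 SD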
#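 Test system: Stable human MrgX1 HEK293 cell line | Schedule: Overnight plating before 1 h dye loading | Read-out basis: Baseline-normalised fluorescence change ratio, B-scored | Detection: Kinetic calcium dye fluorescence, Fluo-4 NW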
# * hit, by the source's call; i = inactive; . = no result given. An unsorted share of the library, and some 5.8% of all compounds hit somewhere here.
canonical_smiles	TRPC6 activator	MrgX1 PAM	TMEM16A inh	TRPC4 agonist	MrgX1 antagonist	TRPC4 block	MrgX1 ag	TMEM16A act	TRPC4 PAM	TRPC6 inh	RGS4 block
CN=C1SC(CC(=O)Nc2sc(C)c(C)c2C(=O)OC)C(=O)N1C (configuration not stated)	i	i	i	i	i	i	i	.	i	i	i
CCNC(=O)C1CCCN1S(=O)(=O)c1ccc2ccccc2c1 (configuration not stated)	i	i	i	i	i	i	i	i	i	i	i
CCN(CC)C(=O)CSc1nnc(-c2cc(-c3ccc(Cl)cc3)nc3ccccc23)o1	i	i	i	i	i	i	i	i	i	i	i
CCC1(c2ccccc2)NC(=O)N(CC(=O)Nc2ccc3c(c2)OCO3)C1=O (configuration not stated)	i	i	i	i	i	i	i	i	i	i	i
Cc1c(/C=N/Nc2nc3ccccc3[nH]2)c2ccccc2n1C	i	i	i	i	i	i	i	i	i	-14.7*	i
O=C(Cn1cnc2c(nnn2-c2ccccc2)c1=O)N1CCC(Cc2ccccc2)CC1	i	i	i	i	i	i	i	i	i	i	i
O=C(Nc1ccc(Cl)cc1)c1ccc(-n2cncn2)c([N+](=O)[O-])c1	i	i	i	i	i	i	i	i	i	-5.49*	i
CCCCn1c(N)c(N(CCOC)C(=O)c2ccc(C)o2)c(=O)[nH]c1=O	i	i	i	i	i	i	i	i	i	i	i
Cc1cc(NO)c(C(C)C)cc1N=O	i	i	i	i	i	i	i	i	i	i	i
CC(=O)OCc1c(C(F)(F)F)nn(C)c1Oc1ccccc1	i	i	i	i	i	i	i	i	i	i	i
COc1ccc(NC(=O)COc2ccccc2)cc1Cl	i	i	i	i	i	i	i	i	i	i	i
Cc1nc(NS(=O)(=O)c2ccccc2)sc1C(=O)NNS(=O)(=O)c1ccccc1	i	i	i	i	i	i	i	i	i	i	i
Cc1ccc(NCc2ccccc2OCc2ccccc2F)cc1	i	i	i	i	i	i	i	i	i	i	i
O=C1NC(=O)C(CC(=O)N(Cc2ccco2)C2(C(=O)NC3CCCC3)CCCCC2)N1 (configuration not stated)	i	i	i	i	i	i	i	i	i	i	i
O=C(Nc1nnc(CCN2CCCCC2)s1)C1CCCCC1	i	i	i	i	i	i	i	i	i	i	i
COC(=O)C1=C(C)N(C(C)c2ccccc2)C(=O)C1 (configuration not stated)	i	i	i	i	i	i	i	i	i	i	i
C[C@@]12C(=O)N(c3ccc(F)cc3)C(=O)N1[C@@H]1c3ccccc3OC[C@@H]1[C@H]2c1ccccc1	i	i	i	i	i	i	i	i	i	i	i
Cc1ccc(NS(=O)(=O)c2ccc3c(c2)CC(=O)N3)c(C)c1	i	i	i	i	i	i	i	i	i	i	i
CCOc1ccc(S(=O)(=O)N2CCN=C2c2ccccc2)c(C)c1C	i	i	i	i	i	i	i	i	i	i	i
CCCCC(NC(=O)Cc1c(C)c2cc3c(-c4ccccc4)coc3c(C)c2oc1=O)C(=O)O (configuration not stated)	i	i	i	i	i	i	i	i	i	i	i
COc1ccc2cc1Oc1ccc(cc1)C[C@H]1c3cc(c(OC)cc3CCN1C)Oc1c(OC)c(OC)cc3c1[C@H](C2)N(C)CC3	i	i	i	i	i	i	i	i	i	i	i
CCC1=C/C(=C/c2sc3ccccc3[n+]2CC)CC(C)(C)C1	i	i	i	i	i	i	i	i	i	i	i
Cc1cc(-c2ccccc2)n2nc(C)c(C#N)c2n1	i	i	i	i	i	i	i	i	i	i	i
CC1(C)Cc2nc3sc(C(=O)O)c(N)c3cc2CS1	i	i	i	i	i	i	i	.	i	i	i
CCCCN(C(=O)c1cc(-c2ccco2)nc2ccccc12)c1c(N)n(CCCC)c(=O)[nH]c1=O	i	i	i	i	i	i	i	i	i	i	i
COc1ccc(-c2c3c(=O)n(C)c(=O)n(C)c3cn2N2CCOCC2)cc1	i	i	i	i	i	i	i	i	i	i	i
COc1cc(NC(=O)C2CCCN2C(=O)OCc2ccccc2)cc(OC)c1 (configuration not stated)	i	i	i	i	i	i	i	i	i	i	i
COc1cccc(N2C(N)=NC(N)=NC2(C)C)c1	i	i	i	i	i	i	i	i	i	i	i
CCN1C(=O)/C(=C\c2cccn2-c2ccc([N+](=O)[O-])cc2)N(CC)C1=S	i	i	i	i	i	i	i	i	i	i	i
O=C(CSc1nnc(-c2cccs2)n1-c1ccccc1)N1CCCC1	i	i	i	i	i	i	i	i	i	i	i
CC(=O)Nc1ccccc1OCC(=O)N(Cc1ccccc1)C(C)C	i	i	i	i	i	i	i	i	i	i	i
CCOc1ccc(-n2c(-c3ccco3)n[nH]c2=S)cc1	i	i	i	i	i	i	i	i	i	i	i
CCC(C)[C@H]1CNC(=S)N1CCc1cc(C(F)(F)F)cc(C(F)(F)F)c1 (some centres not stated)	i	i	i	i	-5.24*	i	i	i	i	i	i
CC(=O)N1CCOc2ccc(S(=O)(=O)N3CCN(c4cccc(C(F)(F)F)c4)CC3)cc21	i	i	i	i	i	i	i	i	i	i	i
CCOc1ccc(NC(=O)CN2CCN(CC(=O)Nc3ccc(OC)cc3)CC2)cc1	i	i	i	i	i	i	i	i	i	i	i
CCOC(=O)c1c(NC(=O)CCC(=O)NCc2ccco2)sc2c1CCCC2	i	i	i	i	i	i	i	i	i	i	i
CC(C)NC(=O)C(=O)NC1CCCCCC1	i	i	i	i	i	i	i	i	i	i	i
FC(F)(F)c1cnc(Oc2ccccc2-c2nnc(-c3ccc(Cl)cc3)o2)c(Cl)c1	i	i	i	i	i	i	i	i	i	i	i
O=C(O)c1cccc(-c2nnn(Cc3ccccc3Cl)n2)c1	i	i	i	i	i	i	i	i	i	i	i
S=C(c1ccc(N2CCOCC2)cc1)N1CCOCC1	i	i	i	i	i	i	i	i	i	i	i
O=c1c2cccnc2[nH]c(=S)n1CCC1=CCCCC1	i	i	i	i	i	i	i	i	i	i	i
Cc1ccc(C(=O)O/N=C(/c2nonc2N)N(C)C)cc1	i	i	i	i	i	i	i	i	i	i	i
COc1cccc(NC(=O)C(Sc2nnc3ccccn23)c2ccccc2)c1 (configuration not stated)	i	i	i	i	i	i	i	i	i	i	i
O=S(=O)(c1ccc(F)cc1)N1CCN(Cc2ccccn2)CC1	i	i	i	i	i	i	i	i	i	i	i
Cn1cnnc1Sc1ccc(/C=C(\CCC(=O)O)c2nc3ccccc3s2)cc1[N+](=O)[O-]	i	i	i	i	i	i	i	i	i	i	i
O=[N+]([O-])c1ccc(N=Nc2c(Cl)cc(O)cc2Cl)cc1	i	i	100*	i	i	i	i	-5.23*	i	-9.64*	i
COC(=O)Cc1cc(=O)n(-c2nc3ccccc3s2)[nH]1	i	7.64*	i	i	i	i	i	i	i	i	i
CCOc1ccc(CC2NCCc3cc(OCC)c(OCC)cc32)cc1OCC (configuration not stated)	i	i	i	i	i	i	i	i	i	i	i
CCn1c2ccccc2c2cc([N+](=O)[O-])ccc21	i	i	i	i	i	i	i	i	i	i	i
O=c1cc(Cl)[nH]c(=O)n1Cc1ccc(F)cc1	i	i	i	i	i	i	i	i	i	i	i
CCCc1cc(=O)n2[nH]c(Cc3ccccc3)nc2n1	i	i	i	i	i	i	i	i	i	i	i
CC12CCC(C(=O)Nc3cc(F)ccc3F)(CC1=O)C2(C)C (configuration not stated)	i	i	i	i	i	i	i	i	i	i	i
CCNC(=O)COC(=O)/C=C/c1c(C)nn(Cc2cccc(OC)c2)c1Cl	i	i	i	i	i	i	i	i	i	i	i
Cc1ccc(N(Cc2cc(=O)[nH]c3ccccc23)C(=O)C(C)C)cc1	i	i	i	i	i	i	i	i	i	i	i
c1ccc2cc(Cn3ccnc3)ccc2c1	i	i	i	i	i	i	i	i	i	i	i
O=C(C1=C[C@@H](C2CCCCC2)C[C@@H](OCCCCO)O1)N1CCN(Cc2ccc3c(c2)OCO3)CC1	i	i	i	i	i	i	i	i	i	i	i
Nc1nonc1C(=O)NC(c1ccccc1)c1ccccc1	i	i	i	i	i	i	i	i	i	i	i
Cc1nn(Cc2ccccc2)c(Cl)c1C(=O)NC(C)(C)C	i	i	i	i	i	i	i	i	i	i	i
CC(C)(CNC(=O)Cc1ccc(Cl)cc1Cl)N1CCCCC1	i	i	i	i	i	i	i	i	i	i	i
CC(C)(C)n1nc2c(c1NC(=O)CCCc1ccccc1)CS(=O)C2 (configuration not stated)	i	i	i	i	i	i	i	i	i	i	i

# New compounds follow
canonical_smiles	TRPC6 activator	MrgX1 PAM	TMEM16A inh	TRPC4 agonist	MrgX1 antagonist	TRPC4 block	MrgX1 ag	TMEM16A act	TRPC4 PAM	TRPC6 inh	RGS4 block
Cc1sc(NC(=O)c2cccc([N+](=O)[O-])c2)c(C(N)=O)c1-c1ccc(C(C)(C)C)cc1	i	i	i	i	i	i	i	i	i	i	i
CCC(C(=O)Nc1nc(C)cs1)c1ccccc1 (configuration not stated)	i	i	i	i	i	i	i	i	i	i	i
CCOCCOC(=O)C1=C(C)N(C)C(=O)NC1c1cc(Cl)c(O)c(OC)c1 (configuration not stated)	i	i	i	i	i	i	i	i	i	i	i
COc1ccc(S(=O)(=O)N(C)c2ccc(C(=O)NCc3ccccn3)cc2)cc1OC	i	i	i	i	i	i	i	i	i	i	i
CN(C)Cc1c(O)ccc2occ(C(O)c3ccccc3)c12 (configuration not stated)	i	i	i	i	i	i	i	i	i	i	i
COc1ccc(CN2CCn3ncc(C(=O)Nc4cc(C)cc(C)c4)c3C2=O)cc1	i	i	i	i	i	i	i	i	i	i	i
C=CCn1c(Cc2csc(N)n2)nnc1SCC(=O)OCC	i	i	i	i	i	i	i	i	i	i	i
NS(=O)(=O)c1cc(C(=O)Nc2ccc3c(c2)CCC3)ccc1Cl	i	i	i	i	i	i	i	i	i	i	i
CC1CN(C(=O)CCNC(=O)c2ccc(Br)cc2)CC(C)O1 (configuration not stated)	i	i	i	i	i	i	i	i	i	i	i
